HCT116 bCat-KO – beta-catenin-lacking colon tumor cell growth suppression. AID 818. 140,000 tested, 1.5% active. viability, % at 10 µM. HCT116 beta-catenin knockout viability, CellTiter-Glo, 60 h; stronger effect = lower value;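 active = viability at or under a set limit, the compound median less 4 SD, cut at about 6% in these data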;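 note: 0% = Hyamine 1622 control at 20 µM and 100% = untreated cell control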
PTEN del growth – growth suppressors of cells with PTEN tumor suppressor deletion; AID 827; 140,000 tested, 1.2% active; viability, % at 10 µM; HCT116 PTEN-null viability, CellTiter-Glo, 60 h; stronger effect = lower value;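 active = viability at or below a set limit, 4 SD under the median of all tested compounds, cut at about 3.7% in these data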;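 note: PTEN knockout HCT116 line with beta catenin targeted HCT116 as companion control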
E-sel TNF inh – TNF alpha driven E-selectin expression inhibition; HUVEC TNFa-induced E-selectin immunofluorescence, high content; inhibition, % at 2 µM; 120,000 tested, 0.71% active;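 active = inhibition above the batch mean plus 3 SD, and confirmed as a hit on visual image review, cut at about 43% in these data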;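 note: 0% = TNF-stimulated DMSO wells and 100% = unstimulated control wells; not every result past the cut was called active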
NPY-Y2 antag – blocks the human neuropeptide Y Y2 receptor. P49146. NPY-Y2 expressing cells, antagonist mode. inhibition, % at 2.7 µM. 140,000 tested, 0.99% active; in the data active = inhibition above about 17%;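 note: 0% = vehicle with agonist challenge and 100% = reference antagonist with challenge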
Target sequence (P49146 whole entry, looked up): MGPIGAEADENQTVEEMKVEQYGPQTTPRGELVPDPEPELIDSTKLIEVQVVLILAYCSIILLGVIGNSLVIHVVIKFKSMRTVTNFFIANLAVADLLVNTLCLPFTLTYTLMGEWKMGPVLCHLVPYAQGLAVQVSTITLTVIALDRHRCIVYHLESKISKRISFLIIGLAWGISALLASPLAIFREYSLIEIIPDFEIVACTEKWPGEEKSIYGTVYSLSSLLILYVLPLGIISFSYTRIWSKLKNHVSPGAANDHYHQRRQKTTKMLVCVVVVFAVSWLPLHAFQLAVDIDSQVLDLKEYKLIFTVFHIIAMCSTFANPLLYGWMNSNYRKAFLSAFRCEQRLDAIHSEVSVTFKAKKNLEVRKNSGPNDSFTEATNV
Measles CPE – protection of cells from measles virus; Measles virus-infected cells, CPE protection, absorbance; protection (pct of control), % at 4 µM; 140,000 tested, 1.5% active; AID 841; in the data active = protection mostly above about 24%, no sharp cut-off; inactive = mostly below about 26%; note: some compounds called inactive have numbers as strong as hits
Yeast life ext – extends the lifespan of yeast. S. cerevisiae growth with nicotinamide, OD615; deaD strain in restrictive glucose medium. inhibition of the nicotinamide effect, % at 10 µM. 130,000 tested, 0.68% active. AID 775;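 active = inhibition above a set limit, placed 3 SD over the median of all compounds, cut at about 26% in these data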;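 note: 0% = nicotinamide-treated wells and 100% = cells grown without nicotinamide; some compounds called inactive have numbers as strong as hits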
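Measured by: optical density (absorbance) at 615 nm; System: modified budding yeast, DeaD strain; Medium: restrictive CSMM-D dextrose medium; Timing: 4 h preincubation then 48 h treatment at 30 °C.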
Phagocytosis inh – inhibitors of macrophage phagocytosis; J774A.1 macrophage IgG-bead phagocytosis, imaging; inhibition, % at 5 µM; 110,000 tested, 0.07% active; AID 1029;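 active = inhibition above the mean of the plate negative controls plus 5 SD, cut at about 13% in these data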;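 note: phagocytic index as fraction of beads internalized from green versus red external bead signal; plate controls were DMSO negative control for no effect and cytochalasin-D positive control for full effect; some results beyond the cut were filed as inactive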
BB579 growth dn – reduces growth of yeast BB579 in restrictive medium | 140,000 tested, 0.51% active | inhibition, % at 10 µM | S. cerevisiae BB579 growth, OD615, 48 h;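 active = inhibition above a set limit, 3 SD over the mean compound inhibition, cut at about 44% in these data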; note: inactives centre near -24
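System: Saccharomyces cerevisiae DeaD strain BB579, replicative lifespan model yeast. Buffer or medium: restrictive glucose-based CSMM-D medium. Doses: one dose, 10 µM compound with 0.25% DMSO. Timing: 4 h preincubation and 48 h exposure at 30 °C. Detection: turbidity as optical density at 615 nm. Benchmarks: amphotericin B 10 µg/mL, positive.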
GALR2 blocker – GALR2 (human) receptor antagonism; 140,000 tested, 0.39% active; inhibition, % at 4 µM; GALR2-expressing cells, antagonist mode; O43603; in the data active = inhibition above about 27%;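 note: cells stimulated with galanin 1-16 at roughly its EC80; 0% = agonist challenge control and 100% = basal control without agonist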
Target sequence (O43603 whole entry, looked up): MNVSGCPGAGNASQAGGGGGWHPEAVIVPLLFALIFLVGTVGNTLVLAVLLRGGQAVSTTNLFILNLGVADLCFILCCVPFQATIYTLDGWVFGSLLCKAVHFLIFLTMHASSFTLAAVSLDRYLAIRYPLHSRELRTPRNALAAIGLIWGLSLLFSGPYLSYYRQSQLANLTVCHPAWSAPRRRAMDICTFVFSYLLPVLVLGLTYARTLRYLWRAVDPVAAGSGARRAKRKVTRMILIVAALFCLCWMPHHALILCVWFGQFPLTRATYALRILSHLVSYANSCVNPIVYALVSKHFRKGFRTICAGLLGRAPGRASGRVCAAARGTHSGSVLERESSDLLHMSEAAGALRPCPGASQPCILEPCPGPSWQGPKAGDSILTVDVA
MRP1 act – activates MRP-1; viability increase, % at 10 µM; 140,000 tested, 0.61% active; H69AR cells + doxorubicin, viability rescue, CellTiter-Glo; AID 799;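 active = viability gain under doxorubicin at or above a set limit, the compound median plus 3 SD, cut at about 4.7% in these data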;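 note: MRP-1 overexpressing cells given doxorubicin 25 µM after compound pretreatment; 18-22 h compound pretreatment then 72 h with doxorubicin before readout; 0% = doxorubicin-only wells and 100% = vehicle-treated cells without doxorubicin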
* marks the source's active call; other numbers are inactive results; · = no result given.

SMILES | HCT116 bCat-KO | PTEN del growth | E-sel TNF inh | NPY-Y2 antag | Measles CPE | Yeast life ext | Phagocytosis inh | BB579 growth dn | GALR2 blocker | MRP1 act
O=C(c1ccco1)N1CCN(C(=O)c2cccc3c2C(=O)N(Cc2cccnc2)C3)CC1 | 87 | 83 | -14 | -1 | 5 | 12 | 1 | -38 | -3 | -0.3
Cc1cc2c(c(=O)n1CCN(C)C)C(c1ccc(Br)cc1)C(C#N)=C(N)O2 (stereo not given) | 99 | 103 | -38 | 1 | · | -8 | -2 | -34 | 1 | -0.6
S=C(NCc1ccccc1Cl)NC1CCCC1 | 40 | 59 | · | 2 | 4 | 1 | -9 | 18 | 12 | -2.8
O=C(/C(=C/c1ccc(Cl)cc1)c1nc2ccccc2[nH]1)c1ccccc1 | 1.2* | 0.8* | -45 | 6 | 0 | 10 | · | -10 | 11 | -5.0
O=C(COc1ccccc1Cl)Nc1cc(Cl)ccc1Oc1ccccc1 | 82 | 83 | -24 | 0 | 2 | -14 | -1 | -20 | 2 | -3.2
CCc1ccccc1NC(=O)c1cccc(N2C(=O)C3C4CCC(C4)C3C2=O)c1 (stereo not given) | 90 | 88 | -4 | 1 | 2 | -2 | 0 | -32 | 5 | -2.4
O=C(O)c1ccc(COc2ccc3ccccc3c2/C=C2/NC(=O)N(c3ccccc3)C2=O)cc1 | 71 | 80 | 23 | 1 | 11 | -23 | -2 | -45 | 1 | -5.0
Cc1cc(C(=O)Cn2nc(C(=O)O)c3ccccc3c2=O)c(C)n1-c1ccc(F)cc1 | 74 | 83 | · | 13 | 30 | -3 | -2 | -20 | 7 | -1.7
COC(=O)C(NC(=O)c1ccco1)(Nc1nc(C2CC2)cs1)C(F)(F)F (stereo not given) | 79 | 74 | · | 5 | 5 | -10 | -4 | -42 | 1 | -4.2
CCOC(=O)c1cc2c(ccn2C)n1Cc1cc(C)ccc1C | 85 | 94 | -49 | 3 | 5 | 3 | · | -40 | -10 | -1.4
CC1CCC2(CC1)NC(=O)N(CC(=O)c1ccc[nH]1)C2=O (stereo not given) | 94 | 99 | -23 | 2 | 3 | -3 | 1 | -21 | 0 | -1.7
Cc1ccc2cc(C)c(SCC#N)nc2c1 | 97 | 93 | 17 | 4 | 8 | -8 | 0 | -70 | -2 | -0.7
CCOc1ccccc1NC(=O)C1=C(C)NC(=O)NC1c1cccc(OC)c1OC (stereo not given) | 101 | 107 | 54 | 1 | 16 | -12 | · | -10 | 6 | -0.6
CCCN1C(=O)/C(=C/c2c(NCCCOC(C)C)nc3c(C)cccn3c2=O)SC1=S | 83 | 79 | 2 | 2 | 3 | 9 | 5 | -19 | 15 | -3.8
CCC(C)c1ccc(OCC(=O)Nc2ccc(Cl)cn2)cc1 (stereo not given) | 94 | 87 | 20 | 4 | 24 | -10 | -1 | -21 | -6 | 0.5
COCCn1c(CN2CCN(C)CC2)nc2c1c(=O)n(C)c(=O)n2C | 94 | 104 | · | 4 | 26 | -6 | 2 | -17 | -6 | -1.7
N#Cc1c(C(F)(F)F)cc(-c2ccc(Cl)c(Cl)c2)nc1SCCN1CCOCC1 | 75 | 76 | 14 | 4 | 1 | -3 | -1 | -27 | 3 | -3.4
O=C(CCN1CCc2ccccc21)c1ccc2c(c1)OCCO2 | 12 | 12 | 10 | 3 | 6 | -17 | 0 | -42 | -8 | -4.8
O=C1c2ccccc2C(=O)N1CCCc1c[nH]c2ccc(Cl)cc12 | 97 | 99 | · | 0 | 6 | -2 | -9 | -17 | 5 | 3.9
COC(=O)c1cc(Nc2cc(C)nc3ncnn23)cc(C(=O)OC)c1 | 91 | 105 | -13 | 3 | 4 | -1 | · | -34 | 1 | -1.9

Pulled by structure from the list above, two records:
SMILES | HCT116 bCat-KO | PTEN del growth | E-sel TNF inh | NPY-Y2 antag | Measles CPE | Yeast life ext | Phagocytosis inh | BB579 growth dn | GALR2 blocker | MRP1 act
COC(=O)c1cc(Nc2cc(C)nc3ncnn23)cc(C(=O)OC)c1 | 91 | 105 | -13 | 3 | 4 | -1 | · | -34 | 1 | -1.9
O=C(CCN1CCc2ccccc21)c1ccc2c(c1)OCCO2 | 12 | 12 | 10 | 3 | 6 | -17 | 0 | -42 | -8 | -4.8

(more compounds)
SMILES | HCT116 bCat-KO | PTEN del growth | E-sel TNF inh | NPY-Y2 antag | Measles CPE | Yeast life ext | Phagocytosis inh | BB579 growth dn | GALR2 blocker | MRP1 act
COc1ccc(OC)c(-n2cnc3cc(C(=O)NCCCN4CCOCC4)ccc32)c1 | 101 | 102 | 0 | 3 | 30 | -28 | · | 18 | 0 | -1.8
COc1ccc(CNC(=O)C(NC(C)=O)C(=O)Nc2ccc(OC)cc2)cc1 (stereo not given) | 85 | 94 | -18 | 21* | 4 | -2 | -2 | -26 | 1 | -1.4
Cc1ccccc1CN(C)CC(=O)Nc1ccccc1Oc1ccccc1 | 79 | 78 | · | 6 | 4 | 18 | -11 | -37 | -6 | -2.9
COc1ccc(CNC(=O)c2cccs2)cc1 | 85 | 91 | · | 2 | 27 | -6 | 0 | -5 | 2 | -1.1
Cc1ccc(O)c(NC(=O)c2cc3nc4c(c(C(F)(F)F)n3n2)CCc2ccccc2-4)c1 | 66 | 71 | -76 | 2 | 6 | -4 | -4 | -10 | -12 | -3.2
S=C(NCCCc1ccccc1)Nc1ccc(Cl)cc1 | 89 | 90 | -1 | 4 | 6 | -5 | -9 | 31 | -7 | -4.4
Cc1cc(C)c(NC(=O)C2CSCCS2)c(C)c1 (stereo not given) | 99 | 94 | -9 | -2 | 7 | · | · | -35 | -12 | -2.3
CCOc1cc(/C=N/NC(=O)OC)ccc1OCCSc1ccc(Cl)cc1 | 94 | 94 | 38 | -1 | 7 | 5 | · | -7 | -7 | -0.4
Cc1ccc(C2=N/C(=C\N3CCCCC3)C(=O)O2)cc1 | 104 | 100 | -9 | 3 | 14 | -15 | 1 | -42 | -1 | 0.9
COc1ccc(N(C(=O)COc2ccccc2)C2C=CS(=O)(=O)C2)cc1 (stereo not given) | 94 | 109 | -8 | -1 | 20 | 3 | 1 | 4 | -8 | -1.5
CC(=O)NC(C)c1ccc(Cl)c(Cl)c1 (stereo not given) | 95 | 111 | · | 1 | 8 | -5 | -1 | -12 | -22 | -0.5
COC(=O)CCC(=O)NC(=S)Nc1ccc(S(=O)(=O)Nc2cc(OC)nc(OC)n2)cc1 | 95 | 93 | 6 | 3 | 4 | 3 | -3 | -50 | -6 | -0.7
CC1CCCCN1CCn1c(=S)[nH]c2ncccc2c1=O (stereo not given) | 94 | 90 | · | 7 | 29 | -5 | 2 | -3 | -3 | -1.3
O=C(CN1C(=O)C2C3CC(C(Br)C3Br)C2C1=O)N1CCOCC1 (stereo not given) | 106 | 102 | 8 | -1 | 11 | 4 | -3 | -30 | 6 | -0.1
CCC1C(C#N)=C(SC)NC2=C1C(=O)CC(C)(C)C2 (stereo not given) | 87 | 97 | -3 | 3 | 5 | -5 | 0 | -8 | -1 | -2.1
O=C(NCc1ccccc1)N1CCN(c2ccccc2F)CC1 | 88 | 87 | · | 3 | 18 | -5 | -1 | -36 | -2 | -0.5
O=C(Cn1nc(CNc2ccc(Cl)cc2)[n+]2c1CCCCC2)c1ccccc1 | 79 | 75 | -31 | 0 | 6 | -1 | -1 | -10 | -7 | -2.2
COC(=O)c1cccc2c1-c1ccccc1/C2=N/O | 85 | 79 | 8 | 2 | 17 | -15 | 0 | -61 | 2 | -1.8
CCN(CCNC(=O)C1CCN(S(=O)(=O)c2cccc3cccnc23)CC1)c1ccccc1 | 90 | 81 | -2 | 2 | 20 | -2 | 0 | -30 | -6 | -2.9
N#CCN1C(=S)N=C(Nc2cccc(Cl)c2)C12CCCCC2 | 82 | 86 | 0 | -2 | 5 | -11 | · | -6 | -6 | 0.7
COC(=O)C1=C(N)Oc2cc(C)n(Cc3cccnc3)c(=O)c2C1c1cccc(OC)c1OC (stereo not given) | 96 | 96 | -14 | -2 | 2 | -14 | -2 | -9 | 3 | -0.6
CCOC(=O)C1Cn2c(nc3c(c2=O)C2(CCCC2)Cc2ccccc2-3)S1 (stereo not given) | 82 | 78 | · | -2 | 6 | -23 | · | -21 | 8 | -2.1
O=C(c1cccc(S(=O)(=O)N2CCCCC2)c1)N1CCOCC1 | 96 | 102 | · | -2 | 4 | -17 | 0 | -20 | 2 | -1.1
Cc1ccc(-c2c(C#N)c(N)n(-c3ccccc3)c(=O)c2C#N)cc1 | 92 | 87 | 16 | -1 | 2 | -12 | · | -30 | -5 | 0.5
CCn1c(SCC(=O)N2CCCCC2)nnc1-c1ccc(S(=O)(=O)N2CCN(C)CC2)cc1 | 96 | 91 | -23 | -2 | 50 | -11 | -3 | -66 | -8 | -1.9
COc1ccc(N2C3=[N+](CCCC3)CC2(C)O)cc1 (stereo not given) | 85 | 105 | · | · | 8 | -4 | -1 | -46 | · | 0.0
CC1=CCC(C(=O)O)(C(=O)N/N=C/c2cccs2)C(c2ccc(F)cc2)C1 (stereo not given) | 102 | 97 | 20 | 4 | 2 | -1 | -1 | -35 | 0 | 0.6
COc1ccc2cc(C)c3nnc(SCC(=O)Nc4nc(-c5ccccc5)cs4)n3c2c1 | 18 | 22 | -70 | 3 | 10 | -15 | · | 0 | 1 | 0.7
COc1ccccc1C(=O)Nc1ccccc1N1CCN(S(C)(=O)=O)CC1 | 86 | 88 | · | 0 | 9 | -15 | 2 | -1 | 10 | -1.2
Cc1nc(SCc2ccccc2)c([N+](=O)[O-])[nH]1 | 102 | 98 | -12 | 13 | 13 | 4 | -4 | -20 | 3 | -2.4
CCC(c1nnnn1C(C)(C)C)N1CCN(c2cc(Cl)ccc2C)CC1 (stereo not given) | 70 | 76 | -34 | 11 | 3 | -16 | -4 | -62 | -6 | 0.3
Cc1ccc(S(=O)(=O)N/N=C\c2cc([N+](=O)[O-])ccc2Cl)cc1 | 76 | 83 | 3 | 2 | 6 | -3 | 0 | -29 | 8 | -1.2
O=[N+]([O-])c1ccc(C2Oc3ccccc3C3CC(c4ccccc4)=NN32)s1 (stereo not given) | 3.3* | 2.1* | -19 | -2 | 19 | -5 | -2 | 96* | 17 | -4.6
O=C(NCc1cccs1)C1CCC(CNS(=O)(=O)c2ccc(Br)s2)CC1 (stereo not given) | 93 | 79 | 7 | 4 | 2 | -2 | -1 | -28 | 15 | -0.9
CC1(C)CC(=O)c2sc(NC(=O)CN3CCCCC3)nc2C1 | 91 | 87 | 8 | -1 | 4 | -4 | 0 | 3 | -1 | -1.3
CCCCn1c(=O)[nH]c(=O)c2c1nc(COc1ccc(C#N)cc1)n2CCC | 85 | 82 | 15 | 0 | 7 | -5 | · | -52 | -2 | -0.5
N=C1C(c2nc3ccccc3c(=O)[nH]2)=C(O)CN1CCO | 85 | 91 | 0 | 0 | 7 | -11 | 0 | -2 | -15 | 0.0
O=C(/C=C/c1ccc(OC2CSC2)cc1)c1ccc(Cl)cc1 | 84 | 84 | -2 | 7 | 5 | -1 | · | -12 | -2 | -2.1
CC1(C)Cc2c(sc3nc(SCC(=O)NCc4ccco4)n(-c4ccccc4)c(=O)c23)CS1 | 91 | 71 | 12 | -1 | 11 | 2 | -1 | -32 | -8 | -4.2

Screens as filed in PubChem BioAssay.
